# ER stress rescue = rescue of cells from ER stress-induced death, primary screen, 384-well, CSM14.1, thapsigargin, ATP luminescence (AID 1222); CSM14.1 thapsigargin-induced death rescue, ATP luminescence; higher % means a stronger effect; cellular ATP content (survival), % at 20 µM; hits with a dose series show EC50 in µM; 190,000 tested, under 10 active;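 active = EC50 below 50 µM in the dose-response confirmation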;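 note: death triggered by thapsigargin at about 15 µM added after 2 h compound pretreatment; cell ATP read after overnight thapsigargin exposure of roughly 18 to 22 hours; normalized against plate controls of thapsigargin alone and 5% DMSO vehicle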
# TNAP activation fold = stimulation of alkaline phosphatase TNAP activity – biochemical, luminescent, no phosphate acceptor, uHTS, primary screen (AID 1001). purified TNAP, luminescent activation assay, no phosphate acceptor; higher activation fold means a stronger effect. actives 0.03% (n = 200,000). activation fold at 20 µM; hits with a dose series show EC50 in µM; in the data active = activation fold from about 3, or a potency from the dose series; inactive = the rest, 99 in 100 with activation fold below about 1.6; note: many of its hits are not listed in these tables
# Myeloid diff 2 = promotes myeloid progenitor differentiation | ER-HoxA9 myeloid progenitors, lysozyme-GFP differentiation, flow cytometry | calls only at 10 µM | actives 1% (n = 360,000) | AID 624256;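 active = normalized GFP-positive differentiation at or above the plate's own cutoff, the solvent-only control mean plus 3 SD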;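 note: cells exposed to compound for four days before flow analysis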
# human PMI inhibition = inhibitors of human PMI, primary screen, biochemical, fluorescence intensity, coupled assay (AID 1209); actives 0.42% (n = 190,000); purified PMI enzyme, coupled fluorescence intensity; higher % means a stronger effect; one-dose inhibition, % at 20 µM; IC50 in µM for titrated hits;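 note: plate controls were DMSO vehicle for no effect and wells lacking substrate for full effect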
# LYP phosphatase = inhibitors of LYP phosphatase, biochemical, fluorescence intensity, uHTS (AID 1779); inhibition, % at 11.5 µM, or IC50 in µM where a hit was titrated; actives 0.054% (n = 290,000); recombinant LYP phosphatase, fluorescence intensity; higher % means a stronger effect;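 note: plate controls were vehicle with enzyme for no effect and no enzyme for full effect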
# P. falciparum M1AAP = P. falciparum M1AAP inhibitors, biochemical, fluorogenic H-Leu-NHMec substrate, 1536-well (AID 1445); recombinant M1AAP, H-Leu-NHMec fluorogenic kinetic assay; higher % means a stronger effect; inhibition, % at 30 µM; hits with a dose series show IC50 in µM; actives 0.42% (n = 220,000);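 active = primary inhibition above the hit cutoff, then over 50% inhibition at one or more dose response concentrations, cut at about 23% in these data, passing the limit was not always enough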;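 note: plate controls were DMSO full reaction for no effect and no enzyme background for full effect; strong numbers were not always called active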
# XIAP antagonists = XIAP antagonists, biochemical, IAP family, fluorescence polarization (AID 1018). XIAP BIR domain, fluorescence polarization peptide displacement; higher % means a stronger effect. one-dose displacement, % at 20 µM; IC50 in µM for titrated hits. actives 0.007% (n = 200,000); in the data active = displacement above about 50%; note: a part of the inactive calls stands beside numbers as strong as those of hits
# PMI inhibition = human PMI inhibitors, high substrate, primary screen, biochemical, fluorescence intensity, high mannose 6-phosphate (AID 1220). recombinant PMI enzyme, coupled fluorescence intensity; higher % means a stronger effect. one-dose inhibition, % at 20 µM; IC50 in µM for titrated hits. actives 0.66% (n = 190,000)
# M17LAP inhibition = P. falciparum M17LAP inhibitors, primary screen, biochemical, fluorogenic H-Leu-NHMec substrate, 1536-well (AID 1619); recombinant M17LAP, H-Leu-NHMec fluorogenic kinetic assay; higher % means a stronger effect; inhibition, % at 30 µM; hits with a dose series show IC50 in µM; actives 0.38% (n = 220,000);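 active = compound inhibiting the enzyme by more than half at any dose during confirmatory dose-response retesting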;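 note: plate controls were full reaction with DMSO carrier for no effect and no enzyme background for full effect; strong numbers were not always called active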
# Myeloid diff 2 GFP+ MAC1+ % = recorded beside Myeloid diff 2, whose call it bears; GFP+ MAC1+ double positive, %; measured here: differentiation confirmed by MAC1 staining
# Numbers without * were called inactive; i = inactive; / = not tested or not shown; + = active, no number. Cut-off read from the data, not from the text of the source, unless noted: active = inhibition above about 50%; inactive = the rest. The order is random. Share with any hit: about 2.7%.
SMILES,ER stress rescue,TNAP activation fold,Myeloid diff 2,Myeloid diff 2 GFP+ MAC1+ %,human PMI inhibition,LYP phosphatase,P. falciparum M1AAP,XIAP antagonists,PMI inhibition,M17LAP inhibition
Cc1cc(C)c(-c2csc(NC(=O)/C=C/c3cccs3)n2)c(C)c1,5.8%,1.1,+,0.7*,12%,5%,1%,1.2%,5%,8%
COCCNC(=O)CSc1nnc(-c2ccccc2)c(-c2ccccc2)n1,-0.1%,1.1,i,1.1,6%,-8%,5%,-14%,6%,9%
COC(=O)C(C(=O)Nc1ccccc1C)C1CCCCCC1 (stereo not drawn),-1.0%,1.1,i,0.3,17%,-6%,3%,-3.6%,5%,-3%
Brc1ccc(-c2csc3ncnc(-n4nnc5ccccc54)c23)cc1,-0.8%,1.1,i,2.5,4%,-3%,4%,-0.7%,0%,2%
Cc1nc(NCCc2ccccc2F)c(C#N)c(C)c1[N+](=O)[O-],-2.6%,0.9,i,0.7,10%,-11%,3%,-6.9%,10%,-4%
CCSc1c(-c2ccccc2)nc2c(C)cccc2c1C(=O)O,-0.6%,1.2,i,0.9,4%,-10%,12%,-11%,0%,14%
OC1(c2cccc(C(F)(F)F)c2)CCN(c2ncnc3c2[nH]c2ccc(F)cc23)CC1,-2.0%,1,i,0.9,25%,10%,-3%,2.2%,18%,7%
NC(=O)[C@@H]1CCCN1Cc1nc(Cc2ccccc2F)no1,-1.6%,1,i,0.4,0%,-13%,1%,-2.7%,-2%,-5%
O=C(Cc1ccccc1)O/N=C1\CCCc2ccccc21,-0.6%,1.1,i,0.5,-9%,-3%,-5%,-6.1%,-4%,-4%
O=C(c1cccs1)N1CCN(C2CCN(Cc3ccccc3)CC2)CC1,0.0%,1.1,i,0.7,9%,-6%,-3%,-2.2%,7%,2%
COc1ccc(NC(=S)N2CCN(Cc3ccccc3)CC2)cc1,-2.3%,1.1,i,0.3,-4%,-4%,4%,-3.8%,0%,-3%
CCOc1cccc(=O)c2c(C)n(CC(=O)c3ccccc3)c(C)c12,8.6%,1,i,1.5,-15%,-2%,3%,-3.8%,23%,-1%
COc1cccc(OC)c1C(=O)N1CCN=C1SCc1cccnc1,-0.6%,1.1,i,2.0,5%,-1%,2%,2.9%,6%,-5%
Cc1cccc(NS(=O)(=O)c2cc(C(=O)N3CCOCC3)ccc2Cl)c1,-2.1%,1,i,0.6,0%,-7%,4%,-7.6%,7%,10%
COc1ccc(-n2c(SCc3nnc(-c4ccccc4)o3)nnc2-c2ccccc2)cc1,0.6%,1.1,i,0.8,1%,-6%,0%,-11%,-1%,8%
CC(C)CC(=O)N1CCN(S(=O)(=O)c2ccc(F)cc2)CC1,/,1.1,i,2.1,6%,-5%,5%,-4.1%,1%,-2%
O=C(Nc1nc2nccc(-c3ccccc3)n2n1)C(Cl)(Cl)Cl,2.6%,1.1,i,0.6,2%,-9%,2%,-4.4%,-5%,-68%
Cc1cccc(N2CCN(C(=O)c3cc(C)oc3C)CC2C)c1 (stereo not drawn),-0.7%,1.1,i,0.4,0%,-3%,1%,-4.7%,15%,-11%
O=C(COC(=O)CCc1c[nH]c2ccccc12)Nc1ccc([N+](=O)[O-])cc1,4.0%,1.1,i,0.3,12%,-4%,13%,15%,5%,11%
Cc1ccc(S(=O)(=O)c2c(N)n(CCC(C)C)c3nc4ccccc4nc23)cc1,2.2%,1.1,i,0.8,14%,-7%,7%,-3.5%,2%,-2%
CC(=O)Nc1ccc(SCC(=O)c2cc(C)n(CC(F)(F)F)c2C)cc1,-1.1%,1.1,i,0.5,6%,-9%,7%,1.9%,3%,20%
CS(=O)(=O)N1CCN(C(=O)c2cc(-c3cccs3)nc3ccccc23)CC1,-1.1%,1,i,1.5,20%,-9%,17%,-4.1%,14%,-95%
CCc1ccccc1N1C(=O)C2C3CC(=O)C(c4ccccc43)C2C1=O (stereo not drawn),-0.7%,1.1,i,0.5,0%,-5%,-3%,-0.6%,-1%,-3%
CN(c1c(C#N)c(C(F)(F)F)nn1C)N(S(C)(=O)=O)S(C)(=O)=O,/,1,i,0.2,-37%,-5%,0%,-5.9%,-31%,-1%
CC1=C(C(=O)Nc2ccc(Cl)cc2)C2(CCCCC2)C(C(N)=O)C(=S)N1 (stereo not drawn),1.6%,1,/,/,-2%,-5%,0%,-0.1%,0%,22%
CS(=O)(=O)NCc1nnc(SCc2c(F)cccc2Cl)o1,-1.1%,1.1,i,0.6,1%,-12%,-2%,-3.6%,-4%,-8%
O=c1cc(CSc2nc(NCc3ccccc3)c3ccccc3n2)nc2ccc(Cl)cn12,-1.2%,1,i,0.2,6%,-5%,-1%,-1.8%,6%,12%
O=C(Nc1ccccc1C(=O)NCC1CCCO1)c1ccccc1 (stereo not drawn),-3.4%,1,i,1.1,-6%,-9%,9%,-11%,-3%,15%
CSc1cnc2c(=O)n(C)c(=O)[nH]c2n1,4.6%,1.1,i,1.0,6%,-4%,6%,0.4%,10%,-183%
CCOCC(=O)N1CCN(c2ccccc2OC)CC1,2.0%,1.1,i,0.3,-16%,-9%,1%,-5.9%,-2%,1%
CCn1c(COc2ccccc2C)nnc1SCC(=O)N1CCC(C)CC1,8.1%,1.1,i,6.0,-5%,-5%,-1%,-1.8%,-3%,-8%
Cc1ccc2[nH]c3nc(SCCN4CCOCC4)nnc3c2c1,-0.6%,1,i,1.5,19%,-2%,4%,-5.4%,11%,6%
Cn1c(=O)cc(OCCCC(=O)NCc2cccnc2)c2ccccc21,-1.3%,1.1,i,0.2,-4%,-4%,6%,1.8%,-5%,1%
COc1ccc(CCn2c(C)ccc2C)cc1OC,1.8%,1.1,/,/,5%,-1%,7%,0.6%,16%,1%
Cc1ccc(-c2cn3cc(C)ccc3n2)cc1,-4.1%,1.1,i,0.3,-4%,-8%,3%,8.5%,-4%,-6%
COc1ccc(S(=O)(=O)NN(C)C(=O)c2nn(-c3ccccc3)ccc2=O)cc1,-0.3%,1.1,i,0.0,5%,-2%,2%,-7.2%,6%,3%
CC1CCCCN1CCNC(=O)c1cnn2ccccc12 (stereo not drawn),0.3%,1,i,2.4,9%,-5%,2%,-19%,6%,-6%
COc1ccc(-c2ccc(-c3nnc(-c4ccncc4)o3)cc2)cc1,-0.5%,1.2,/,/,-6%,0%,-2%,-1.9%,-8%,2%
CCOCCNC(=O)c1ccc2c3c(cccc13)CC2,-1.2%,1.1,i,1.6,-2%,-13%,-2%,-2.6%,-8%,-14%
COc1ccc(CNc2ccc(C)c(C)c2)c(OC)c1OC,/,1.1,i,0.4,4%,0%,5%,-7.7%,8%,2%

# The last two records of the part before are carried over, then new ones follow.
SMILES,ER stress rescue,TNAP activation fold,Myeloid diff 2,Myeloid diff 2 GFP+ MAC1+ %,human PMI inhibition,LYP phosphatase,P. falciparum M1AAP,XIAP antagonists,PMI inhibition,M17LAP inhibition
CCOCCNC(=O)c1ccc2c3c(cccc13)CC2,-1.2%,1.1,i,1.6,-2%,-13%,-2%,-2.6%,-8%,-14%
COc1ccc(CNc2ccc(C)c(C)c2)c(OC)c1OC,/,1.1,i,0.4,4%,0%,5%,-7.7%,8%,2%
O=c1ccnc(Sc2ncccc2[N+](=O)[O-])[nH]1,-0.3%,1.1,i,0.5,-8%,1%,-1%,-2.1%,-4%,14%
CCC(=O)Nc1cccc(NC(=O)CSc2nnc(C3CC3)n2C)c1,2.6%,1.2,i,1.9,11%,-11%,0%,-4.1%,11%,1%
COc1ccc(Br)cc1CN(C)CC(=O)Nc1c(Cl)ccc(C)c1Cl,2.1%,1.1,i,0.4,23%,0%,5%,-4.9%,14%,2%
CNC(=O)CN(c1ccc(C23CC4CC(CC(C4)C2)C3)cc1)S(C)(=O)=O,-0.6%,1.1,i,0.3,8%,-4%,-8%,-4.0%,3%,-9%
NS(=O)(=O)c1cccc(NC(=O)COC(=O)C2CCCCC2)c1,-1.9%,0.9,i,0.1,-11%,1%,2%,-1.3%,-13%,2%
COc1cc(NC(=O)COC(=O)/C=C/c2ccc(Cl)cc2Cl)cc(OC)c1,-2.2%,1,i,0.4,-3%,-2%,5%,-4.7%,-5%,4%
N#CCSc1nc2cc(C(=O)N3CCC(C(N)=O)CC3)ccc2c2nc3ccccc3n12,-1.8%,1.1,i,3.3,3%,-2%,5%,-6.0%,-4%,14%
Cc1csc2nc(CCNS(=O)(=O)c3cccs3)cn12,1.7%,1.1,i,1.7,-2%,-8%,7%,-1.7%,-1%,-5%
COc1ccc(NC(=O)C2CCCN(S(=O)(=O)c3cnc[nH]3)C2)cc1 (stereo not drawn),-0.1%,1.1,i,1.7,6%,-5%,7%,-0.8%,8%,-11%
O=C(CCS(=O)(=O)c1ccccc1)N1CCOCC1,0.6%,1.1,i,0.2,-8%,-1%,3%,0.2%,-8%,3%
COC(=O)c1sccc1NC(=O)NC1CCCCC1,-5.9%,1.1,i,0.2,1%,-11%,5%,-3.3%,-5%,2%
Cc1ccc(CC23CN4CCN(CC(C4)C2O)C3)c(C)c1 (stereo not drawn),1.5%,1.1,i,1.7,13%,-3%,10%,-2.7%,10%,1%
O=C(C1CN(S(=O)(=O)c2ccccc2)CCN1S(=O)(=O)c1ccccc1)N1CCCCCC1 (stereo not drawn),3.4%,1.1,i,1.2,-2%,7%,10%,-7.9%,1%,20%
COc1ccc(S(=O)(=O)N2CCc3cc(OC)c(OC)cc3C2)cc1,/,/,i,0.2,/,-1%,-2%,/,/,2%
COc1ccc(S(=O)(=O)N2CCCCC2)cc1-n1cnnn1,-1.4%,1,i,0.4,-6%,-2%,/,-5.8%,-1%,/

# Of the compounds above, these have a Cl atom.
SMILES,ER stress rescue,TNAP activation fold,Myeloid diff 2,Myeloid diff 2 GFP+ MAC1+ %,human PMI inhibition,LYP phosphatase,P. falciparum M1AAP,XIAP antagonists,PMI inhibition,M17LAP inhibition
Cc1cccc(NS(=O)(=O)c2cc(C(=O)N3CCOCC3)ccc2Cl)c1,-2.1%,1,i,0.6,0%,-7%,4%,-7.6%,7%,10%
O=C(Nc1nc2nccc(-c3ccccc3)n2n1)C(Cl)(Cl)Cl,2.6%,1.1,i,0.6,2%,-9%,2%,-4.4%,-5%,-68%
CC1=C(C(=O)Nc2ccc(Cl)cc2)C2(CCCCC2)C(C(N)=O)C(=S)N1 (stereo not drawn),1.6%,1,/,/,-2%,-5%,0%,-0.1%,0%,22%
CS(=O)(=O)NCc1nnc(SCc2c(F)cccc2Cl)o1,-1.1%,1.1,i,0.6,1%,-12%,-2%,-3.6%,-4%,-8%
O=c1cc(CSc2nc(NCc3ccccc3)c3ccccc3n2)nc2ccc(Cl)cn12,-1.2%,1,i,0.2,6%,-5%,-1%,-1.8%,6%,12%
COc1ccc(Br)cc1CN(C)CC(=O)Nc1c(Cl)ccc(C)c1Cl,2.1%,1.1,i,0.4,23%,0%,5%,-4.9%,14%,2%
COc1cc(NC(=O)COC(=O)/C=C/c2ccc(Cl)cc2Cl)cc(OC)c1,-2.2%,1,i,0.4,-3%,-2%,5%,-4.7%,-5%,4%
